EphA4 KYL inhibition: inhibitors of EphA4 binding to KYL peptide, primary screen, biochemical, colorimetric, mouse EphA4 (AID 689); EphA4-AP binding to KYL peptide, pNPP A405; higher % means a stronger effect; one-dose inhibition, % at 10 µM; IC50 in µM for titrated hits; 62,000 compounds, 0.1% hits; in the data active means a potency from the dose series; inactive means the rest, 99 in 100 with inhibition below about 22%
An asterisk follows results filed as active; & = joins results of further samples. Not all compounds are listed. The share of hits here may be higher or lower than overall.

SMILES	EphA4 KYL inhibition
CCOC(=O)c1c(NC(=O)CCc2ccccc2)sc(C(=O)Nc2cc(C(F)(F)F)ccc2Cl)c1C	4%
Cc1ccc(OCCCC(=O)NCc2ccco2)cc1	-1%
O=C1Nc2ccccc2C12OCCCO2	-18%
Cc1ccc2c(c1)cc(CN(CCc1ccccc1)C(=O)N1CCOCC1)c1nnnn12	-3%
CCC(CO)Nc1cc(Cl)ccc1[N+](=O)[O-] (stereo unspecified)	-10%
Cc1ccccc1C(=O)Nc1ccc(Br)cn1	-7%
CN(C)S(=O)(=O)Oc1ccc(Cl)cc1C(=O)Nc1cccc(C(F)(F)F)c1	-6%
Cc1csc(SCC(=O)c2cc(C)n(Cc3cccs3)c2C)n1	-6%
Nc1cc(N)nc(SCC(=O)c2ccccc2)n1	-13%
O=C(CN(C(=O)Cn1nnc(-c2cccs2)n1)c1ccc2c(c1)OCCO2)NC1CCCCC1	-5%
CCCN(CCC)CCNc1c(N2CCN(C(=O)OCC)CC2)c(=O)c1=O	-7%
Cc1ccc(SCC2=NNC(=O)C2)cc1	-8%
COc1cc(OC)cc(C(=O)NC2CC3CCC(C2)N3Cc2ccco2)c1 (stereo unspecified)	-9%
O=C(Nc1ccc2oc(-c3cccnc3)nc2c1)c1cccnc1	-8%
Cc1ccc(NS(=O)(=O)c2ccc(N3C(=O)CCC3=O)cc2)cc1	-9%&-6%
Cc1cccc(NC(=O)CSc2nnc(CSc3nc(C)cc(C)n3)n2Cc2ccco2)c1	-5%
O=C(c1cccc(Br)c1)N1CCCC1	-12%
CCOCCP(=O)(c1ccccc1)c1ccccc1	-1%
O=C(O)CN1C(=O)/C(=C\c2ccc(OCc3ccccc3)cc2)SC1=S	-1%
COc1cc(C(=O)n2nc(C)cc2C)cc(OC)c1OC	-14%
COc1ccc(OC)c(C2NC(=O)NC(C)=C2C(=O)Nc2ccc(C)cc2)c1 (stereo unspecified)	-13%
O=C(NC1CCCC1)c1cnc2n(c1=O)CCS2	-6%
Cc1ccnc(N2CCC(C(=O)NNC(=O)c3ccccc3C)CC2)n1	26%
Cc1ccc2nc(SCc3ccc([N+](=O)[O-])cc3)[nH]c2c1	2%
O=C(NCC(=O)N(CCN1CCOCC1)C(C(=O)NC1CCCC1)c1cccs1)c1ccco1 (stereo unspecified)	1%
CC(C)(C)c1cccc(OCCCSc2ncccn2)c1	-5%
CCCn1c(O)c2ccc(C(=O)N=NC(=O)c3cccnc3)cc2c1O	-12%
CC(C(=O)Nc1cccc([N+](=O)[O-])c1)n1nnc2ccccc21 (stereo unspecified)	-8%
CN(Cc1ccccc1)S(=O)(=O)c1ccc(NS(=O)(=O)Cc2ccccc2)cc1	2%
Nc1nc(Nc2cccc(F)c2)nc2ccccc12	-10%
COc1ccc(CC(=O)Nc2sc3c(c2C(=O)Nc2ccccc2Cl)CCCCC3)cc1	-12%
COc1ccccc1NC(=O)C(C)NS(=O)(=O)c1ccc(Cl)cc1 (stereo unspecified)	-18%
Fc1ccc(-n2c(-c3ccco3)nc3nc4ccccc4nc32)cc1	-7%
COC(=O)c1ccc(C(C(=O)NC2CCCCC2)N(C(=O)Cc2cccs2)C2CC2)cc1 (stereo unspecified)	-13%
CNc1nnc(-c2cc3cc(Cl)ccc3oc2=O)s1	-7%
CCCCNC(=O)CC1N=C2c3ccccc3N=C(SCC(=O)Nc3cccc(C)c3)N2C1=O (stereo unspecified)	-3%
Cc1onc(-c2ccccc2)c1C(=O)Nc1ccccc1C#N	-4%
C/C(=N\N=C1\NC(=O)C(CC(=O)Nc2ccccc2)S1)c1ccc(O)cc1O (stereo unspecified)	-6%
COc1ccc(NC(=O)CN(c2cc(C)cc(C)c2)S(=O)(=O)c2c(C)n[nH]c2C)cc1	-21%
O=C(OCc1ccc(Cl)cc1Cl)c1ccncc1	-5%

A few values from the results shown.
COc1ccccc1NC(=O)C(C)NS(=O)(=O)c1ccc(Cl)cc1 (stereo unspecified) – EphA4 KYL inhibition: -18%
COc1ccc(NC(=O)CN(c2cc(C)cc(C)c2)S(=O)(=O)c2c(C)n[nH]c2C)cc1 – EphA4 KYL inhibition: -21%
CNc1nnc(-c2cc3cc(Cl)ccc3oc2=O)s1 – EphA4 KYL inhibition: -7%
Fc1ccc(-n2c(-c3ccco3)nc3nc4ccccc4nc32)cc1 – EphA4 KYL inhibition: -7%
COc1ccc(CC(=O)Nc2sc3c(c2C(=O)Nc2ccccc2Cl)CCCCC3)cc1 – EphA4 KYL inhibition: -12%
O=C(OCc1ccc(Cl)cc1Cl)c1ccncc1 – EphA4 KYL inhibition: -5%

Next part
SMILES	EphA4 KYL inhibition
CCOC(=O)N1CCN(S(=O)(=O)c2cc(OCC)ccc2OCC)CC1	-8%
O=C(c1ccc(F)cc1)C1CCN(C(=O)Nc2ccc(F)cc2)CC1	-4%
S=c1nc(-c2ccc(Br)cc2)oc2c1CCCC2	-8%
CCN1CCN(Cc2ccc(NC(=O)Nc3cccs3)cc2)CC1	-12%
O=S(=O)(NCc1ccccn1)c1cccc2nsnc12	-8%
O=C(NCCc1cccs1)C1CC(c2ccccc2[N+](=O)[O-])=NO1 (stereo unspecified)	-3%
O=C(Nc1cccc(O)c1)c1ccc(Cl)cc1	-3%
N#CC1(C#N)C2=C(CCCC2)NC(c2ccccc2)C1(C#N)C#N (stereo unspecified)	-8%
CC(=O)CC(c1ccccc1)S(=O)(=O)c1ccc(C)cc1 (stereo unspecified)	4%
COc1ccc(N(C(=O)c2ccco2)C(C(=O)NC2CCCC2)c2ccc(N(C)C)cc2)cc1 (stereo unspecified)	-23%

Quoted at random: 7 compounds from above
SMILES	EphA4 KYL inhibition
O=C(c1ccc(F)cc1)C1CCN(C(=O)Nc2ccc(F)cc2)CC1	-4%
COc1ccc(N(C(=O)c2ccco2)C(C(=O)NC2CCCC2)c2ccc(N(C)C)cc2)cc1 (stereo unspecified)	-23%
S=c1nc(-c2ccc(Br)cc2)oc2c1CCCC2	-8%
CC(=O)CC(c1ccccc1)S(=O)(=O)c1ccc(C)cc1 (stereo unspecified)	4%
CCN1CCN(Cc2ccc(NC(=O)Nc3cccs3)cc2)CC1	-12%
O=C(NCCc1cccs1)C1CC(c2ccccc2[N+](=O)[O-])=NO1 (stereo unspecified)	-3%
O=S(=O)(NCc1ccccn1)c1cccc2nsnc12	-8%

More results follow:
SMILES	EphA4 KYL inhibition
CCOC(=O)c1cnc(SCc2nc(N)nc(Nc3ccc(OC)cc3)n2)nc1N	-8%
O=C1CC(c2ccccc2)n2nc(NC(=O)C3CCCO3)nc2N1 (stereo unspecified)	-7%
CSC1=C(C#N)C(c2ccccc2Cl)C2=C(CCCC2=O)N1 (stereo unspecified)	-16%
Cc1ccc(SCC(=O)Nc2cccc([N+](=O)[O-])c2)cc1	6%
Cc1ccc2nc(C3CCCN(C(=O)NCc4ccccc4)C3)[nH]c2c1 (stereo unspecified)	-4%
O=C1N(Nc2ccccc2)C(c2ccc(Br)cc2)C12CCCC2 (stereo unspecified)	-1%
O=C(CN1CCOCC1)c1c[nH]c2ccccc12	-4%
Cc1cccc(N2C(=O)c3ccc(-c4ccc5c(c4)C(=O)N(c4cccc(C)c4)C5=O)cc3C2=O)c1	0%
COCCCNc1ccnc2c(Cl)cccc12	-21%
COc1ccc(-n2nnnc2SCC(=O)Nc2ccccc2)cc1	-4%
CSCCC(NC(=O)C1CCC(C)CC1)C(=O)NCc1ccco1 (stereo unspecified)	-2%
CC(NC(=O)NC(N)=O)(C(F)(F)F)C(F)(F)F	3%
CCOc1ccc(NC(=O)CSc2nnc(-c3ccc(OC)cc3)o2)cc1	-8%
CCOC(=O)N1CCN(C(=O)NC2CCCCC2)CC1	-3%
Cc1cc(Oc2ccc(C(C)(C)C)cc2)nc(N2CCOCC2)n1	4%
O=C1c2cccnc2C(O)N1Cc1cccs1 (stereo unspecified)	7%
Oc1ccc(Br)cc1/C=N/N1CCN(Cc2ccccc2)CC1	-2%
Cc1cc2c(c(C)nn2-c2ccccc2)c(=O)o1	-13%
CCn1c(O)c(/C=N/n2cnnc2)sc1=S	30%
CC(C)(C)c1[nH]c2ccccc2c1/C=N/O	-11%
CCOC1(OCC)N=C(N)C2(C#N)C(c3ccc(NC(C)=O)cc3)C12C#N (stereo unspecified)	-4%
COc1cccc(C(=O)NCc2ccc(N3CCN(C(=O)OC(C)(C)C)CC3)cc2)c1	-2%
Cc1sc(NC(=O)c2ccco2)c(C(c2cccnc2)N2CCN(C)CC2)c1C (stereo unspecified)	-8%
COc1cccc(NC(=O)Cn2nnc(C(=O)Nc3ccccc3)c2N)c1	-8%
Cc1ccc(Nc2cc(=O)n(C3CCCCC3)c(=O)[nH]2)cc1C	-12%
COc1cc2nc(C3CCC3)n(NC(=O)COc3ccccc3)c(=O)c2cc1OC	-7%
O=C(Nc1nnc(C2CCCCC2)s1)c1ccco1	-2%
Cc1csc(NC(=O)c2cc3c(s2)CCC3)n1	9%
O=C(CCC1CCCC1)NCc1cccs1	-10%
COc1ccc(C2C(C(C)=O)=C(O)C(=O)N2CCCn2ccnc2)cc1OC (stereo unspecified)	-15%

Part of the list above in order of number of heavy atoms, rising.
SMILES	EphA4 KYL inhibition
O=C(Nc1nnc(C2CCCCC2)s1)c1ccco1	-2%
CCOC1(OCC)N=C(N)C2(C#N)C(c3ccc(NC(C)=O)cc3)C12C#N (stereo unspecified)	-4%
Cc1sc(NC(=O)c2ccco2)c(C(c2cccnc2)N2CCN(C)CC2)c1C (stereo unspecified)	-8%

More entries follow.
SMILES	EphA4 KYL inhibition
CCOC(=O)c1cc2c(=O)n3cc(C)ccc3nc2n(Cc2cccnc2)c1=N	-8%
Cc1ccc(NC(=O)COC(=O)C2CC2C)c(S(=O)(=O)N2CCCCC2)c1 (stereo unspecified)	-3%
O=S(=O)(c1cccs1)N1CCc2ccccc21	14%
CCOc1ccc2c(=O)c(-c3ccccc3OC)coc2c1	4%
CC1(C)CC(=O)C=C(NNC(=O)c2ccccc2O)C1	-16%
COc1ccc(NC(=O)CN2CCN(CC(=O)Nc3ccccc3Cl)CC2)cc1	-5%
CC(C)(C)n1nc2c(c1NC(=O)Cc1cccs1)CSC2	11%
CC(C)OC(=O)CSc1ncnc2c1cnn2Cc1ccccc1	1%
COc1ccc(NC(=O)c2ccccc2C)c(OC)c1	4%
COc1cc(OC)nc(Oc2ccccc2C(=O)Oc2ccc(F)cc2Cl)n1	-2%

In the list so far, these contain a nitro group on carbon:
SMILES	EphA4 KYL inhibition
CCC(CO)Nc1cc(Cl)ccc1[N+](=O)[O-] (stereo unspecified)	-10%
Cc1ccc2nc(SCc3ccc([N+](=O)[O-])cc3)[nH]c2c1	2%
CC(C(=O)Nc1cccc([N+](=O)[O-])c1)n1nnc2ccccc21 (stereo unspecified)	-8%
O=C(NCCc1cccs1)C1CC(c2ccccc2[N+](=O)[O-])=NO1 (stereo unspecified)	-3%
Cc1ccc(SCC(=O)Nc2cccc([N+](=O)[O-])c2)cc1	6%

New compounds follow
SMILES	EphA4 KYL inhibition
CCCSC1=C(C#N)C(c2ccccc2C)CC(=O)N1 (stereo unspecified)	-6%
CCOC(=O)c1c(-c2ccc(C)cc2)csc1NC(=O)c1ccccc1F	-4%
O=C(c1cn(-c2ccccc2)nc1-c1cccs1)N1CCN(c2ccc(F)cc2)CC1	16%
Cn1c(=O)oc2cc(S(=O)(=O)N3CCc4ccccc4C3)ccc21	1%
CCC(=O)Nc1nc2ccccc2n1Cc1ccc(C)cc1	-1%
CSc1nc2ccccc2cc1/C=C(\C#N)c1cccc(Cl)c1	-3%
O=C(CCCCCN1C(=O)c2ccccc2C1=O)Nc1ccc(S(=O)(=O)N2CCCCC2)cc1	-11%
CCNC(=O)C1CCN(S(=O)(=O)c2ccc(F)cc2)CC1	-3%
COc1ccc(C2CC(c3ccccc3)=NN2C(=O)c2cccs2)cc1 (stereo unspecified)	7%
Fc1ccc(-c2nc3nc4ccccc4nc3n2Cc2ccco2)cc1	12%
COc1ccc2c(c1)-c1c(ssc1=S)C(C)(C)N2C(=O)CSc1ncn[nH]1	-2%
Cc1cc(C(=O)COC(=O)Cn2cnc3c2c(=O)n(C)c(=O)n3C)c(C)n1C	-12%
CCOC(=O)C(C)Sc1ncnc2c1nnn2-c1ccc(F)cc1 (stereo unspecified)	-10%
COc1ccc(-c2cc(C(=O)Nc3nc4c(C)cccc4s3)c3ccccc3n2)cc1OC	7%
Cc1noc(C)c1C(=O)N1CCN(Cc2ccccc2)CC1	-1%
CCN(CC)S(=O)(=O)c1ccc2[nH]cc(C(=O)NCCN3CCCCCC3)c(=O)c2c1	10%
COc1ccc(-c2csc(N3CCC(c4ccccc4)C3)n2)cc1 (stereo unspecified)	-4%
COc1ccc(OC)c(/C=C/C(=O)Nc2cccc(Br)c2)c1	-2%
CC(O)C(=O)NCCOCCOCCNC(=O)C(C)O (stereo unspecified)	-9%
CCOc1ccc2[nH]c(=O)c(CN(CCCO)C(C)=O)cc2c1	-14%
N#CC(c1ccccc1)(c1ncc(C(F)(F)F)cc1Cl)N1CCOCC1 (stereo unspecified)	-33%
CC(C)OC(=O)Cn1cnc2ccc(Br)cc2c1=O	-14%
CCOC(=O)C1CCCN(C(=O)c2sc3nc(-c4ccc(OC)cc4)cn3c2C)C1 (stereo unspecified)	10%
CC(C)C(c1nnnn1C1CCCC1)N1CCN(c2ccccc2F)CC1 (stereo unspecified)	3%
C#CCOC(=O)CCCNc1ccc([N+](=O)[O-])cc1[N+](=O)[O-]	-6%
COc1ccc2[nH]c(=O)c(CN(C(=O)NC3CCCCC3)C3CCCC3)cc2c1	0%
Cc1cccc(C)c1NC(=O)C(NC=O)c1ccccc1 (stereo unspecified)	-9%
COc1cc2c(cc1OC)-c1cc(OCc3ccccc3Cl)nc(=O)n1CC2	-1%
CC(=O)Nn1cc2c(c1-c1ccccc1)c(=O)n(C)c(=O)n2C	18%
CCOC(=O)C1=C(C)N=c2s/c(=C\c3sccc3C)c(=O)n2C1c1cccs1 (stereo unspecified)	-2%
Cc1nn(Cc2ccc(Cl)c(Cl)c2)c(C)c1NC(=O)c1cc(-c2ccc3c(c2)OCO3)on1	23%
O=C(NC1CCN(C(=O)NCc2ccccc2)CC1)c1ccco1	-14%
O=C(NC(C(=O)N/N=C/c1ccccc1)c1n[nH]c(=O)c2ccccc12)c1ccccc1 (stereo unspecified)	12%
CCCCn1nc(NC(=O)c2cccs2)c2cc3ccccc3nc21	15%

Bioassay records from PubChem.
